mcGAS RapidFire: mouse cGAS inhibition by mass spec | actives 0.18% (n = 130,000) | recombinant mouse cGAS, cGAMP by RapidFire MS | inhibition, % at 12.5 µM;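 active = inhibition of cGAS enzyme activity at or above 60%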;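 note: enzyme stimulated by 45 bp dsDNA with ATP and GTP substrates; cGAMP share of summed cGAMP plus half ATP and half GTP signals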
Target sequence (Q8C6L5 whole entry, looked up): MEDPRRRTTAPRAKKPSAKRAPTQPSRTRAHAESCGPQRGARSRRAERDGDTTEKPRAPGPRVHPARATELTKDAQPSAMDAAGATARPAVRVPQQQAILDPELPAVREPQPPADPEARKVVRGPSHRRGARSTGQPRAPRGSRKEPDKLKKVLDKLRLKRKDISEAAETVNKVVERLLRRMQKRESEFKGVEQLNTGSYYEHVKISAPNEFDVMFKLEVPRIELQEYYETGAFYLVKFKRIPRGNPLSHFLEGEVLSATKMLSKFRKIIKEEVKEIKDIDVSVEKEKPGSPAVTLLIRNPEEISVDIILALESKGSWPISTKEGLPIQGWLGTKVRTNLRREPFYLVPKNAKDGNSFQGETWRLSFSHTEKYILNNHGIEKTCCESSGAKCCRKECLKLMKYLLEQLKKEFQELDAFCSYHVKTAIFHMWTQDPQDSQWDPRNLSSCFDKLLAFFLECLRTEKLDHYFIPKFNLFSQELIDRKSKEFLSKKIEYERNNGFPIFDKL
* = called active by the depositor; & = joins results of further samples. The list is partial. The share of hits here may be higher or lower than overall.

SMILES	mcGAS RapidFire
CNCc1nncn1-c1cccc2ccccc12	-24.1
c1ccc(-n2nnnc2OCCOc2nnnn2-c2ccccc2)cc1	12.1
Cc1csc(NC(=O)c2ccnc(N(C)C)c2)n1	-4.8
O=S(=O)(c1ccccc1)N1CCN(c2ccc(Cl)c(Cl)c2)CC1	-2.1
O=C(Nc1ccc(N2CCCCC2)cc1)c1c2c(nn1C1CCS(=O)(=O)C1)CCC2 (stereo unspecified)	-7.9
Cc1ccc(C)c(C2CCCN2C(=O)Cc2ccn[nH]2)c1 (stereo unspecified)	-18.0
Cc1nc(Sc2nc(CN3CCOCC3)nc3sc4c(c23)CCC(C)C4)oc1C (stereo unspecified)	-9.0
Cc1cc(N2CCOCC2)ccc1NC(C)c1nc(C(C)C)no1 (stereo unspecified)	-5.5&-2.5
CCSCCNC(=S)NC(=O)c1cncc(Br)c1	5.7
CCc1ccc(-c2ccc(NCc3ccccc3Cl)nn2)cc1S(N)(=O)=O	1.1
CCCn1c(C2CCCCC2)nc2c(c(=O)c3ccccc3n2C)c1=O	-4.1
CN(C)S(=O)(=O)c1ccc(O)c(NS(=O)(=O)c2cccc(Cl)c2)c1	6.8

An excerpt of these results, as comma-separated lines:
mol,mcGAS RapidFire
c1ccc(-n2nnnc2OCCOc2nnnn2-c2ccccc2)cc1,12.1
Cc1csc(NC(=O)c2ccnc(N(C)C)c2)n1,-4.8
O=S(=O)(c1ccccc1)N1CCN(c2ccc(Cl)c(Cl)c2)CC1,-2.1
O=C(Nc1ccc(N2CCCCC2)cc1)c1c2c(nn1C1CCS(=O)(=O)C1)CCC2 (stereo unspecified),-7.9
Cc1ccc(C)c(C2CCCN2C(=O)Cc2ccn[nH]2)c1 (stereo unspecified),-18.0

Next compounds follow.
SMILES	mcGAS RapidFire
Cc1c(C(=O)N(C)CCC#N)c(C(F)(F)F)nn1C1CCCN(C)C1 (stereo unspecified)	-4.9
CCC(=O)c1ccc(O)cc1	-8.5
CCn1cc(CN2CCC(C(=O)Nc3ccccc3-c3cccc(OC)c3)CC2)c(C)n1	-4.4
COc1ccc(-c2cc(-c3c(O)c(OC)c4occc4c3OC)[nH]n2)cc1OC	-13.0
Cc1ccc(C)c(CSc2ncc(CO)n2CC(=O)NCc2ccc(Cl)cc2)c1	-4.3
CC(=O)N(C)c1cccc(CNC(=O)CSCc2ccccc2Cl)c1	-5.9
CCn1ccnc1CN1CCCC(CNS(=O)(=O)c2cccc3cccnc23)C1 (stereo unspecified)	-5.7
CN(C)CC1(O)CCCN(C(=O)Cc2ccc3c(c2)OCO3)CC1 (stereo unspecified)	-21.8
O=C(O)[C@@H](S)[C@@H](S)C(=O)O	4.6
COc1cc2[nH]c(=O)n(CC(c3cccs3)N(C)C)c(=O)c2cc1OC (stereo unspecified)	-27.4
CCOC(=O)N1CCN(S(=O)(=O)c2c(C)nc3sccn3c2=O)CC1	-2.1
COc1ccc(Cl)c2sc(N(Cc3cccnc3)C(=O)c3ccc(F)cc3)nc12	-6.1
COCCN1C(=O)NC(c2ccccc2Cl)C(C(=O)OC)=C1C (stereo unspecified)	-2.7
COc1ccc(C2C(C(=O)OCc3ccccc3)=C(C)NC3=C2C(=O)CCC3)cc1OC (stereo unspecified)	-1.2
Cc1nn(CCC(=O)Nc2ccccc2)c(=O)c(C#N)c1C	-12.6
COc1ccc(CNC(=O)c2cn(Cc3ccccc3F)c(=O)s2)cc1	-12.3
Cc1cccc(CN2CCCC3(CCN(Cc4ccc(-c5ccn[nH]5)o4)C3)C2)c1 (stereo unspecified)	-9.2
CN(CC(=O)NCc1ccc(F)cc1)S(=O)(=O)c1cccc2cnccc12	5.0
O=C(NCC1Cc2cc(F)cc(F)c2O1)c1cccnc1Cl (stereo unspecified)	-5.0
O=P(Nc1ccccc1)(Nc1ccccc1)c1ccccc1	47.3
Cc1[nH]ncc1C(=O)N1CCc2c(F)ccc(F)c2C1	3.8
O=C(NCc1ccco1)N1CCC2(CCCN(Cc3ccc(F)cc3)C2=O)C1 (stereo unspecified)	-10.3
CC1CN(c2ccc(NC(=O)CCc3cccs3)cn2)CC(C)O1 (stereo unspecified)	-15.7
CN(Cc1cccs1)C(=O)CSc1nnnn1C1CCCC1	-6.6
Cc1ccc2c(c1)C(=O)C(=O)N2Cc1ccc(OCc2ccccc2)cc1	-2.8
CCCCOC(=O)c1cccc(NC(=O)c2cc3ccccc3oc2=O)c1	-2.3
C=CCNc1nnc(Sc2ncccc2[N+](=O)[O-])s1	-3.9
CC(=O)NC1CCN(c2cc(N3CCOCC3)nc(N)n2)C1 (stereo unspecified)	-13.5
COc1ccc(C(CNC(=O)c2cc(SC)ccc2Cl)N(C)C)cc1 (stereo unspecified)	-2.9
Cc1cc(F)c(Nc2ncnc3cc(OCc4ccccc4)ccc23)cc1O	-10.1
CCc1nn2c(nnc3c(=O)n(NC(C)=O)ccc32)c1-c1ccc(Cl)cc1	0.4
CCNC(=O)N1CCN(C(=O)C(OC)c2ccccc2)CC1 (stereo unspecified)	-5.5
CS(=O)(=O)NC(=O)c1ccc(Oc2ccc(F)cc2F)cc1	-5.1
Cc1sc2nc(COC(=O)c3cccc(O)c3)nc(N)c2c1C	-7.0
COc1ccc(CN2CCN(Cc3nc4ccccc4s3)CC2CCO)c(C)c1C (stereo unspecified)	-2.5
Cc1ccccc1/[N+]([O-])=C/c1ccncc1	-3.0
CC1=CC(=NNc2ncc(Cl)cc2Cl)CC(C)(C)C1	-2.5
Cn1ccnc1C(O)(CC(=O)Nc1ncccc1O)C(F)(F)F (stereo unspecified)	-0.9
C(=C\c1ccccc1)/CN1CCN(Cc2nc(-c3cccs3)no2)CC1	-3.3
O=C(CSc1nc2[nH]ncc2c(=O)[nH]1)Nc1cccc2ccccc12	-8.4
O=c1oc2ccccc2n1CN1CCC(c2nnc3ccccn23)CC1	3.1
O=C(c1cscn1)N1CCCC(CCc2ccccc2C(F)(F)F)C1 (stereo unspecified)	4.0
O=C(C1CC1)N1C[C@H]2CNC[C@@]2(C(=O)NCc2cn3c(n2)SCC3)C1	-10.2
CN(Cc1cc(-c2ccccc2)on1)C(=O)c1cc(C2CC2)[nH]n1	-10.7
CN(Cc1cccc(-n2cccn2)c1)C(=O)c1cn(Cc2ccccc2F)nn1	-10.6
O=C1NCC2(CCCN(C(=O)C3CCN(Cc4ccco4)CC3)C2)O1 (stereo unspecified)	0.5
Cc1cccn2c(=O)c3cc(C(=O)NC4CC(C)CC(C)(C)C4)n(C)c3nc12 (stereo unspecified)	-11.3
c1cnn(CC2CN(Cc3cc4n(n3)CCCNC4)CCCO2)c1 (stereo unspecified)	30.5

Brought forward from above: 2 entries, followed by the next part.
SMILES	mcGAS RapidFire
Cc1cccn2c(=O)c3cc(C(=O)NC4CC(C)CC(C)(C)C4)n(C)c3nc12 (stereo unspecified)	-11.3
c1cnn(CC2CN(Cc3cc4n(n3)CCCNC4)CCCO2)c1 (stereo unspecified)	30.5
CCOC(=O)c1[nH]c(=O)[nH]c1CN1[C@@H]2CC[C@H]1CN(C)C(=O)C2	8.4
CC(C)Cc1noc(CCCNC(=O)Nc2cccc(Cl)c2)n1	-5.1
Cc1oc(NC(=O)CN2C(=O)S/C(=C/c3cccs3)C2=O)c(C#N)c1C	-2.0
Cn1cc(C2CN(C(=O)c3ccc(Br)s3)CCO2)cn1 (stereo unspecified)	-33.5
CCCc1cc2c(cc1NC(=O)c1ccc(Br)cc1)OCO2	2.2
CS(=O)(=O)N(C(=O)c1ccc(OC(F)(F)F)cc1)C1CCC(O)CC1 (stereo unspecified)	-10.7
Cc1cc(C)n(CC(C)NCCN(C)S(C)(=O)=O)n1 (stereo unspecified)	-43.1
CCCCc1ccc(C2=N/C(=C\C=C\c3ccccc3OC)C(=O)O2)cc1	2.1
Cc1c(-c2csc(CCN3CCOC3=O)n2)oc2ccccc12	-3.2
O=[N+]([O-])c1ccc(C(=NO)C23CN4CN(CN(C4)C2)C3)cc1	-37.5
CC(C)Cc1cc(C(=O)N2CCCC2Cn2cccn2)on1 (stereo unspecified)	-27.6
CCc1noc(C(C)Sc2nnc(C3CC3)s2)n1 (stereo unspecified)	-7.3

Four records drawn at random from the list so far, as already listed:
SMILES	mcGAS RapidFire
Cn1cc(C2CN(C(=O)c3ccc(Br)s3)CCO2)cn1 (stereo unspecified)	-33.5
Cc1cc(C)n(CC(C)NCCN(C)S(C)(=O)=O)n1 (stereo unspecified)	-43.1
Cc1c(-c2csc(CCN3CCOC3=O)n2)oc2ccccc12	-3.2
CCc1noc(C(C)Sc2nnc(C3CC3)s2)n1 (stereo unspecified)	-7.3

Later entries:
SMILES	mcGAS RapidFire
CN(Cc1ccc2nsnc2c1)C(=O)c1cn(Cc2ccc(F)cc2Cl)nn1	-10.1
N#Cc1ccc(-c2cccnc2)[nH]c1=O	-12.6
CCOc1ccc(C(C)=O)cc1CSc1nc(N)cc(=O)[nH]1	-10.7
Cc1ccc(S(=O)(=O)NC(=O)C2(C)CCN2C(=O)CC2CC2)nc1 (stereo unspecified)	-10.4
C#Cc1cccc(N(C(=O)CCNC(=O)C(C)(C)C)C(C)C)c1	-5.7
N#CC(C(=O)CCc1ccc(Cl)cc1)C(=O)NCC1CCCO1 (stereo unspecified)	3.7
Cn1cc(-c2csc(C(C)(O)c3cccnc3)n2)cn1 (stereo unspecified)	5.3
CC(=O)NN(c1ccccc1)C1CC(C)N(c2ccccc2)N1C(C)=O (stereo unspecified)	-11.7
O=C(NCc1ccccc1Cn1cccn1)NC1CCOc2ccccc21 (stereo unspecified)	1.2
CSCCC(=O)N1CCCC(CNC(=O)c2ccc(F)cc2)C1 (stereo unspecified)	1.1
CCn1nccc1C(=O)N1CCC(c2n[nH]c(=O)n2-c2ccccc2)CC1	-18.8
CCC1c2cccn2CCN1CC(=O)NCc1ccc(C(=O)OC)o1 (stereo unspecified)	-43.1
O=C(Cc1cnc2ncnn2c1)NC1CCCc2c1cnn2-c1ccc(F)cc1F (stereo unspecified)	-5.5
NC(=NOC(=O)N1c2ccccc2Sc2ccccc21)c1ccc([N+](=O)[O-])cc1	-23.5
COCc1nn2c(nnc3c(=O)n(C4CCCC(C)C4C)ccc32)c1-c1ccc(F)cc1 (stereo unspecified)	-17.0
COc1cc(Cl)c(C)cc1NC(=O)Cc1cc(C)on1	-4.2
O=C(NCCc1cccs1)c1ccccc1Br	-7.8
O=S1(=O)CC2NC(=S)N(CCc3cc4ccccc4[nH]3)C2C1 (stereo unspecified)	0.4
CN1CCN(C(=O)c2ccccc2Cn2cncn2)c2ccccc21	0.2
Oc1cc(-c2nc3ccccc3s2)cc2c1OCCN(CCn1cccn1)C2	-41.0
OCCC1CN(Cc2cccc3nonc23)CCN1Cc1ccccc1F (stereo unspecified)	-5.5&0.5
CCOc1ccccc1-c1nccn1-c1cnc2ccccc2c1	2.1
O=C(C=C1SCCS1)C1CC1c1ccccc1 (stereo unspecified)	-7.9
COC(=O)C(C)n1cnc2c(nnn2Cc2ccc(F)cc2)c1=O (stereo unspecified)	7.4
CCCN1C(=O)COCc2cc(-c3cccc(C#N)c3)ccc21	-12.0
CCOC(=O)c1nn(-c2ccccc2)c(=O)c2c(N)scc12	-4.0
O=S(=O)(NN=C1c2ccccc2-c2ccccc21)c1ccccc1	-10.6
O=[N+]([O-])c1ccn(-c2nc(-c3ccccc3)cc(C(F)(F)F)n2)n1	-3.1
CCN1CCN(CCC(=O)N2CCSCC2c2ccccc2)CC1 (stereo unspecified)	-7.7
CC(C)Cn1c(CN2CCSCC2)cnc1S(=O)(=O)CC1CCCO1 (stereo unspecified)	6.8
CC(C)[C@H]1CC[C@H](C)C[C@@H]1OCC(=O)N1CCSC1	0.9
C#CCN(C)CCCOc1ccc(Cl)cc1Cl	3.6&5.1
Cc1cnn(CC(=O)N2CCOc3c(O)cc(-c4cccc(Cl)c4)cc3C2)c1	-2.5
Cc1ccc(OCc2cc(C(=O)N(C)CCC3CCCCO3)no2)cn1 (stereo unspecified)	0.6
CCOc1ccc(C(c2c(O)cc(C)n(CC)c2=O)N2CCN(CCO)CC2)cc1 (stereo unspecified)	-8.9
CC(C)CCNC(=O)c1cn(C)c2c(=O)n(-c3ccccc3)c(=O)[nH]c12	-25.4
CC(=O)Nc1ccc(CC(=O)Nc2c(C)cccc2C)cc1	1.8
CNS(=O)(=O)c1cc(C(=O)NC2CCCC2)cc(C)c1C	-9.1
CCOC(=O)C(CCOCCOc1c(C)cc(C)cc1C)C(=O)OCC	8.7
CC(C)NC(=O)C1(C)CCN1C(=O)c1cccc(F)c1 (stereo unspecified)	-9.3
COc1cc2c(cc1OC)C(=O)C(Sc1nc3ccccc3o1)C2 (stereo unspecified)	1.1
Cc1ccc(NC(=O)CSc2nc3c(c(=O)n2Cc2ccccc2)SC(C)C3)cc1 (stereo unspecified)	-3.4
CC(c1ccc(F)cc1)N(C)C(=O)C1CCN(S(=O)(=O)c2cc(C(N)=O)n(C)c2)CC1 (stereo unspecified)	-16.5
COC(=O)c1nnn(-c2nonc2N)c1C(C)(C)C	0.5
CC(C)C1=NOC(C(=O)N2CCC(N3CCC(C(=O)NC4CC4)CC3)CC2)C1 (stereo unspecified)	-6.1
O=c1n(CCCn2cccc2)nc(C2CCNCC2)n1-c1ccccc1	-12.0
CN(C(=O)CSc1nnc(-c2ccccc2F)o1)C1(C#N)CCCCC1	-1.0
COC(=O)C1=CNC=C(C(=O)OC)C1c1cccs1	4.3
COc1ccc(C(=O)Nc2ccc(F)cc2C)cc1OC	-13.4
COc1cccc(-c2cnc(-c3ccc(CNC(=O)c4cccnc4Sc4ccccc4)cc3)[nH]2)c1	-2.6
COc1ccc2c(c1)CCCN2C(=O)c1cc(Br)c[nH]1	-6.4
O=C1NC(c2ccccc2)=C(c2ccc3ccccc3n2)C(c2ccccc2)N1 (stereo unspecified)	-13.7
CS(=O)(=O)c1ccc2nc(NC(=O)c3cc(Cl)ccc3Cl)sc2c1	13.9
O=C(NNC(=O)C1COc2ccccc2O1)c1cnccn1 (stereo unspecified)	-8.2
CCc1oc2c(Cl)cc(-n3cnnc3)cc2c1C	-11.3
CCOC(=O)C1(CCc2ccccc2)CCCN(C(=O)c2ccc(OC)o2)C1 (stereo unspecified)	0.5
COC(=O)c1ccc(-c2noc(CN3CCC(OCc4cccnc4)CC3)n2)cc1	-5.8
CCCn1c2c(=O)[nH]c(=O)n(C)c2n2c(-c3cc(Br)ccc3OC)nnc12	-6.7

Screening results: PubChem BioAssay, Fisher Drug Discovery Resource Center
